Assay outcomes deposited in PubChem BioAssay by The Scripps Research Institute Molecular Screening Center.
DDE Tn7 FP inh – disrupts Tn7 cyclic peptide binding to fibrin D-Dimer-E complex | P02675 | FP displacement of FITC-Tn7 peptide from fibrin DD(E); 0% = median of compound wells per plate | inhibition, % at 8.3 µM | 0.13% of 370,000 active;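 active means inhibition above the mean of compounds falling within the control limits plus 3 SD of them, cut at about 14% in these data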;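 further: 0% = plate median of compound wells and 100% = 10 µM Aha-Tn7 peptide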
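Assay system: Fibrin-DD(E) protein isolated from polymerized human fibrin clots; read-out basis: percent inhibition; medium: Tris/NaCl/CaCl2 buffer, pH 7.8; signal: FP measurement; incubation: 10 min plus 3 h, room temperature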
PLC-gamma1 inh – inhibitors of human phospholipase C gamma1. AID 720700. P19174. purified PLC-gamma1, fluorogenic substrate, fluorescence. inhibition, % at 12.2 µM. 0.84% of 370,000 active; in the data active means inhibition above about 9.5%
KLK7 zymogen act – proKLK7 (human) activation, primary screen | P49862 | purified proKLK7, EDANS-DABCYL substrate fluorescence; 100% is mature enzyme control, 0% vehicle | activation, % at 7 µM | 0.9% of 370,000 active;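 active means activation above the mean of all tested compounds plus 3 SD, computed per campaign excluding outliers beyond control limits, cut at about 13% in these data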
ADAM10 inh – ADAM10 inhibition, QFRET primary screen. inhibition, % at 7 µM. recombinant ADAM10, EDANS/DABCYL FRET peptide cleavage, 3 h. 0.62% of 370,000 active. AID 720582;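 active means inhibition above a per-campaign cutoff equal to the mean of compounds falling between control-based bounds plus 3 SD, cut at about 20% in these data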;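 further: 0% = DMSO wells while the 100% control is not disclosed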
TDP2 absorb – blocks human TDP2 phosphodiesterase activity. 0.34% of 370,000 active. inhibition, % at 12.8 µM. AID 720702. O95551. recombinant TDP2, T5PNP hydrolysis, p-nitrophenol absorbance 415 nm;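 active means inhibition above the mean of all tested compounds plus 3 SD, set per campaign, cut at about 25% in these data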;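 further: 0% = DMSO with enzyme and 100% = buffer with substrate but no TDP2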
Target sequence (O95551 whole entry, looked up): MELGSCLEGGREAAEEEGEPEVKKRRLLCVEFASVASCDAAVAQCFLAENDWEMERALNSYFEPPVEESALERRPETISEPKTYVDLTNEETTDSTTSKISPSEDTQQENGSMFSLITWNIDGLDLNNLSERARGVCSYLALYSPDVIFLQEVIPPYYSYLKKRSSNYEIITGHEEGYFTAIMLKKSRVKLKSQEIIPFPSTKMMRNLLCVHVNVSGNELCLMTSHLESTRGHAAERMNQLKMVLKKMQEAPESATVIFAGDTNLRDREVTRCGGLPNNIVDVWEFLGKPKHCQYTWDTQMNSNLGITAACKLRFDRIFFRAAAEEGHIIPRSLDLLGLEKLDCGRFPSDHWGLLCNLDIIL
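Material: recombinant human TDP2; quantity: TDP2 enzyme at 120 nM final; medium: Tris-HCl pH 7.5 with MgCl2; compound: single concentration, 12.8 µM nominal, with 1% DMSO; incubation: 2 h enzyme incubation at 37 °C; signal: epi absorbance; measure: percent inhibition; benchmarks: high control without enzyme, low control DMSO plus TDP2; repeats: singlicate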
ASAP1 inh – blocks human ASAP1-stimulated Arf1 GTP hydrolysis | AID 624377 | Q9ULH1 | 0.19% of 360,000 active | inhibition, % at 16.5 µM | GDP FP detection; in the data active means inhibition above about 25%;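 further: 0% = vehicle with enzyme and substrate and 100% = no enzyme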
Target sequence (Q9ULH1 325-724 limits assumed): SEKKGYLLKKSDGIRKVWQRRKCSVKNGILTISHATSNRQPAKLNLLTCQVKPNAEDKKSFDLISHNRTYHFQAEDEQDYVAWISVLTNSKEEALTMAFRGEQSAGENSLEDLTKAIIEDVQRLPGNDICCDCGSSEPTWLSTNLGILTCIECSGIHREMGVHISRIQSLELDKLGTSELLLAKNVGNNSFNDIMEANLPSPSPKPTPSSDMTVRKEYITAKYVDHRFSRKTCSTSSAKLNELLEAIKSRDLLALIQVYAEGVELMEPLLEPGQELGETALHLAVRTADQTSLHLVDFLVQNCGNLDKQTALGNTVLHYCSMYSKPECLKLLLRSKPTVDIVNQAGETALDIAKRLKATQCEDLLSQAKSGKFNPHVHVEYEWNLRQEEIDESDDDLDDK
ADAM17 inh – inhibitors of human ADAM17; P78536; inhibition, % at 6.95 µM; 0.83% of 370,000 active; recombinant ADAM17, EDANS/DABCYL FRET peptide cleavage;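 active means inhibition above the mean of compounds lying between control limits plus 3 SD, set per campaign, cut at about 8.5% in these data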;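 further: 0% = DMSO-only wells as the low control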
ARFGAP1 inhibitor – rat ARFGAP1 inhibition; Q62848; Arfgap1-stimulated ARF1 GTP hydrolysis, GDP FP detection; inhibition, % at 16.5 µM; 0.26% of 360,000 active;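 active means inhibition above a per-plate limit, mean inhibition of low control wells plus 3 SD, cut at about 25% in these data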;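 further: 0% = DMSO wells with enzyme and 100% = wells lacking Arfgap1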
Target sequence (Q62848 1-136 limits assumed): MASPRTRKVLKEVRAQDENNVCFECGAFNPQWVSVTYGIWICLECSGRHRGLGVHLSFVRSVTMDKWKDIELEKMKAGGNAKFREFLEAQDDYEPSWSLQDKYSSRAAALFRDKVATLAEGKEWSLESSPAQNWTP
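Repeats: one replicate per compound; assay system: rat Arfgap1 catalytic domain, aa 1-136; times: enzyme reaction 120 min at 25 °C after 20 min preincubation; detection: FP of antibody-bound GDP Alexa 633 tracer, ex 620/em 688 nm; benchmarks: high control wells lacking Arfgap1, low control full reaction with DMSO; reagent: human ARF1(Δ1-17)-GTP substrate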
LEDGF integ inh – blocks HIV-1 LEDGF/p75-dependent DNA integration | 0.64% of 370,000 active | TR-FRET IN-LEDGF/p75 DNA integration, Eu/Cy5 | inhibition, % at 3.7 µM;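 active means inhibition above the screen-wide mean plus 3 SD, cut at about 13% in these data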;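 further: signal is the Cy5 over europium emission ratio at 671 and 618 nm; 0% = plate median of compound wells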
DDE Tn6 FP inh – inhibitors of Tn6 peptide binding to human fibrin DD(E); inhibition, % at 8.3 µM; 0.21% of 370,000 active; P02675; Fibrin DD(E) TRITC-Tn6 fluorescence polarization displacement;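 active means inhibition above a per-campaign cutoff: mean of compounds within control limits plus 3 SD, cut at about 15% in these data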;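 further: 0% = median of all compound wells on the plate and 100% = blocking peptide control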
An asterisk follows results filed as active; i = inactive; . = no result given.

SMILES | DDE Tn7 FP inh | PLC-gamma1 inh | KLK7 zymogen act | ADAM10 inh | TDP2 absorb | ASAP1 inh | ADAM17 inh | ARFGAP1 inhibitor | LEDGF integ inh | DDE Tn6 FP inh
CCOC(=O)C1(CCCc2ccccc2)CCN(Cc2cnn(C)c2)CC1 | -2 | 1 | -0.4 | 5 | -6 | 6 | 0 | -8 | 0 | 1
CCOc1ccc(C2CC(c3cccc(OC)c3)Nc3ncnn32)cc1 (configuration not stated) | -3 | -3 | 0.2 | -5 | -5 | 7 | -2 | 4 | 5 | -2
O=C(NCCCN1CCCC1=O)c1ccc(S(=O)(=O)Nc2ccccc2)cc1 | 1 | 4 | -0.8 | -15 | -6 | 8 | -4 | 9 | 3 | -1
O=C(C(Sc1ccccc1)c1ccc(Br)cc1)N1CCOCC1 (configuration not stated) | -1 | 4 | -0.2 | 8 | -2 | -4 | 2 | -4 | 7 | 0
CCOC(=O)C1(CCCc2ccccc2)CCN(Cc2nccn2CC)CC1 | 6 | 3 | -0.2 | -3 | -3 | 6 | -1 | 5 | 6 | -6
O=C(NCc1ccccc1)c1cc(C2CCCCN2C(=O)c2cccs2)on1 (configuration not stated) | 1 | 4 | -0.4 | 3 | 8 | -6 | -3 | -11 | -1 | -5
CCC(=O)NNc1nc2c(F)cc(F)cc2s1 | -3 | 2 | 0.7 | -3 | 11 | -7 | -1 | -11 | -2 | 0
CCCCNC(=O)CCC(=O)Nc1ccc2nc(N3CCN(C)CC3)cc(C)c2c1 | 0 | -10 | 1.0 | -177 | 4 | -2 | -63 | 3 | 4 | -2
CCN(C[C@H]1[C@@H](c2ccc(C3=CCCC3)cc2)[C@H](CO)N1Cc1ccccn1)S(=O)(=O)c1ccccc1[N+](=O)[O-] | -2 | -5 | -0.3 | -6 | -8 | . | 0 | . | -3 | 1
COc1cc(-c2nc3ccccn3c2/N=C/c2ccc(F)cc2)ccc1O | 5 | -168 | -65 | -51 | 4 | 4 | -22 | 1 | -1 | 1
N/C(=N/O)c1nc(N2CCCC2)nc(N(c2ccccc2)c2ccccc2)n1 | -8 | 3 | 0.1 | 6 | 1 | -18 | 1 | 2 | 2 | 4
O=C(NCCCn1ccnc1)c1cc2nc(-c3ccc(Br)cc3)cc(C(F)(F)F)n2n1 | -5 | -95 | -0.8 | -18 | -6 | 10 | -6 | -1 | 1 | -9
CCOc1ccccc1NC(=O)c1nnn(-c2ccc3c(c2)OCCO3)c1N | -7 | 1 | 1.1 | 16 | 1 | -11 | 6 | 6 | 5 | -6
COc1ccc(CNC(=O)Cn2nc(C(F)(F)F)c(Br)c2C)cc1 | 2 | -1 | -0.4 | 3 | -20 | -4 | 2 | -3 | 1 | 4
CC(=O)Nc1ccc(NS(C)(=O)=O)cc1 | -2 | 0 | 0.2 | -2 | 7 | -10 | -3 | -6 | -2 | -3
O=C(COC(=O)C1CC2CCCC(C1)C2=O)NC1CCCCC1 (configuration not stated) | -9 | -1 | -0.8 | -4 | -12 | 26* | 0 | 7 | 4 | -2
CC(C)(C)C(=O)NC1CCCCN(Cc2cccc(Cl)c2)C1=O (configuration not stated) | 4 | 1 | 0.0 | -2 | -4 | . | 4 | . | -3 | 6
Cc1cc(-c2nn(C)c(=O)c3ccccc23)ccc1CNC(=O)NC1CCCCC1 | 1 | -1 | -0.6 | 1 | -7 | -11 | -2 | 1 | 0 | -4
Cc1ccc(NC(=O)C(c2ccccc2)c2ccccc2)nc1 | 0 | 3 | -0.2 | 11 | 8 | 7 | 3 | -7 | 0 | -4
CC(CC(=O)Nc1cccc(Cl)c1)c1ccccc1 (configuration not stated) | 2 | 0 | -0.3 | 1 | 4 | -1 | -1 | 5 | -2 | -4
CCN(Cc1nc(-c2ccccc2)no1)C(=O)COc1cccc(OC)c1 | -9 | 8 | 0.2 | 17 | -14 | 7 | 2 | -3 | 3 | 4
CCOc1ccc(CCNC(=O)CCc2nnc3ccc(N4CCCCC4)nn23)cc1OCC | 4 | -2 | -0.3 | -13 | -2 | -4 | -4 | -1 | -2 | 5
COc1ccc(CSc2nnc(CNS(C)(=O)=O)o2)cc1 | -2 | 1 | -0.5 | 2 | -2 | -4 | 2 | -2 | -2 | -3
CC(=O)Nc1ccc(-c2nnc(SCc3ccc(C)cc3)n2C)cc1 | 5 | -2 | 0.0 | -14 | 8 | 22 | 5 | 9 | -5 | -1
O=C(c1ccccc1Cc1ccccc1)N1CCN(S(=O)(=O)c2ccc(F)cc2)CC1 | -5 | 1 | 0.5 | 6 | 10 | -8 | 1 | -8 | 4 | -8
Cc1cc(C)n2cc(CSC3=NCCS3)nc2n1 | -8 | -211 | -1.4 | i | -24 | -5 | -178 | 10 | -3 | -4
COC(=O)[C@@H](CC(C)C)CP(=O)(OC)[C@@H](C)NC(=O)OCc1ccccc1 (some centres not stated) | 2 | -1 | 0.1 | -1 | -1 | . | -4 | . | 0 | 0
COc1ccccc1NC(=O)CSc1nnc(CC(=O)Nc2ccccc2)n1C | 3 | 1 | 0.0 | -1 | 4 | -13 | 0 | 6 | 4 | -3
O=c1[nH]c2ccc(Cl)cc2c(-c2ccccc2)c1SC(=S)N1CCOCC1 | 0 | 3 | 0.5 | 14 | -11 | 4 | 5 | -3 | -3 | 7
O=C(CSC(=S)N1CCCC1)Nc1ccc(Br)cc1Cl | 0 | 3 | 0.2 | -8 | 12 | 0 | -3 | 3 | -3 | 1
CC1CCN(CCNC(=O)c2ccc(NC(=O)C3CCCO3)cc2)CC1 (configuration not stated) | 4 | 2 | -0.1 | 0 | 9 | 2 | -2 | -3 | -1 | -8
COc1ccc(Cn2nnnc2CN(CCCN2CCOCC2)Cc2cc3cc(OC)ccc3[nH]c2=O)cc1 | 8 | -23 | 0.6 | -140 | -3 | -11 | -49 | 4 | -4 | 0
CCOC(=O)CSc1nnc(C)c(C)n1 | -5 | 0 | 0.4 | 2 | 4 | 7 | -5 | 15 | -1 | -5
Cc1cccc(-c2cc3nc(-c4ccccc4)cc(N4CCC5(CC4)OCCO5)n3n2)c1 | 5 | i | -43 | -247 | 1 | 7 | -106 | 8 | -1 | -10
COc1ccc(-c2nc3c(C)cc(Br)cn3c2Cc2cccc(F)c2)cc1OC | 4 | -5 | -0.6 | -8 | 3 | 3 | -1 | -10 | -6 | -4
COc1nccnc1NS(=O)(=O)c1ccc(NC(=O)c2cccc(C)c2)cc1 | 0 | 0 | 0.0 | -2 | 9 | -22 | -3 | -3 | 0 | 0
Cc1ccc(CNC(=O)C2CCC(=O)N2C(C)C)cc1 (configuration not stated) | 9 | 0 | -0.4 | 3 | 13 | 5 | -2 | -8 | -3 | 7
CN1OC[C@@H]2CN(C(=O)Nc3ccccc3)[C@H](c3ccc(N4CCCCC4)cc3)C[C@@H]21 | -2 | -2 | -0.1 | 3 | -3 | 12 | 1 | -9 | 0 | 9
COC(=O)[C@]12C[C@H](CC(=O)N3CCCC3)C(=O)N(Cc3ccc4c(c3)OCO4)C1=C[C@H](C(C)C)O[C@@H]2C1CC1 | -6 | 3 | 0.2 | 6 | -1 | . | 2 | . | 5 | 4
COc1cc2ccccc2cc1C(=O)NC1CCCC1 | 4 | -23 | 1.0 | -146 | -6 | -5 | -42 | 8 | -2 | 6
CCc1ccc2c(COC(=O)C3CC(=O)N(CCc4ccccc4)C3)cc(=O)oc2c1 (configuration not stated) | 2 | -4 | -0.3 | -9 | 5 | 5 | -4 | 6 | -6 | 1
NNc1nc(-c2ccccc2)c2ccccc2n1 | 12 | -52 | -1.9 | -20 | 6 | -9 | -8 | 6 | -1 | 6
Cc1noc(C)c1C(=O)N1CCCC(C(=O)c2cccc(OC(C)C)c2)C1 (configuration not stated) | 5 | -1 | 0.2 | -5 | -1 | -10 | -6 | 15 | 2 | 2
CS(=O)(=O)N(CC(N)=O)c1ccc2c(c1)OCO2 | 2 | 5 | 0.1 | 5 | -2 | 11 | 4 | -11 | 1 | 5
CC(C)CNC(=S)NNC(=O)c1ccccc1OC(F)F | -2 | 6 | -0.1 | 9 | 7 | 7 | -1 | -7 | 0 | -2
Fc1ccc(Nc2ccnc(Nc3ccc(F)cc3)n2)cc1 | -1 | -1 | -0.5 | 13 | 5 | 7 | 3 | 25* | -4 | -10
C[C@@H]1CCC[C@@]2(O[C@H](CCO)C[C@H](O)[C@H]2O)O1 | -2 | 1 | -0.5 | 0 | -3 | 2 | 1 | 9 | 0 | 2
CC(=O)Nc1sc2c(c1C(c1cccc(Cl)c1)N1CCN(CCO)CC1)CCCC2 (configuration not stated) | 1 | 2 | 0.3 | -9 | -2 | -9 | 1 | -2 | 3 | -3
CCOc1cc(N2CCOCC2)c(OCC)cc1NC(=O)COc1ncnc2ccc(Br)cc12 | 1 | 3 | -0.2 | 8 | -6 | 1 | 2 | 6 | -2 | 0
COc1ccc2c(c1)c1nnc(SCC(=O)N3CCCCC3C)nc1n2C (configuration not stated) | 1 | 2 | -0.2 | -8 | 5 | 9 | -6 | 13 | -3 | -11
O=C(C(=Cc1ccc(O)cc1)c1ccccc1)c1ccccc1 | -6 | 11* | 0.6 | 30* | -9 | 3 | 8 | 23 | -2 | -7
COc1ccc(OC)c(/C=C/C(=O)OCC(=O)Nc2cccc(Oc3ccccc3)c2)c1 | 0 | -452 | -42 | -441 | -1 | -6 | -120 | -2 | 6 | 0
N#Cc1c(NC(=O)Cn2c(=O)oc3ccccc32)oc(-c2ccccc2)c1-c1ccccc1 | 3 | -63 | 0.3 | 1 | 11 | -5 | -2 | 4 | 2 | -1
CC(Sc1ccc(S(=O)(=O)N2CCOCC2)cc1[N+](=O)[O-])C(=O)O (configuration not stated) | -4 | 4 | 0.3 | 5 | 0 | -8 | 2 | -2 | 1 | 2
CCOCCCNC(=O)C(c1ccc(C)cc1)N(Cc1ccc2c(c1)OCO2)C(=O)c1cnccn1 (configuration not stated) | -9 | 1 | -0.5 | 4 | 8 | 1 | -5 | 0 | 1 | 0

Single records, as listed above. Order of screens: DDE Tn7 FP inh	PLC-gamma1 inh	KLK7 zymogen act	ADAM10 inh	TDP2 absorb	ASAP1 inh	ADAM17 inh	ARFGAP1 inhibitor	LEDGF integ inh	DDE Tn6 FP inh
Profile of O=C(NCCCn1ccnc1)c1cc2nc(-c3ccc(Br)cc3)cc(C(F)(F)F)n2n1 = -5	-95	-0.8	-18	-6	10	-6	-1	1	-9
Profile of COC(=O)[C@@H](CC(C)C)CP(=O)(OC)[C@@H](C)NC(=O)OCc1ccccc1 (some centres not stated) = 2	-1	0.1	-1	-1	.	-4	.	0	0
Profile of Cc1cc(C)n2cc(CSC3=NCCS3)nc2n1 = -8	-211	-1.4	i	-24	-5	-178	10	-3	-4

The order is random; overall some 4.2% were active at least once.
